Source: PubChem (National Center for Advancing Translational Sciences (NCATS))
BRCA1 expr act = qHTS Assay to Identify Small Molecule Activators of BRCA1 Expression; 1.1% of 380,000 active; MCF7-BRCA1-FFLuc reporter, luminescence, 48 h; response scale: scaled: vehicle 0%, 10 µM genistein 100%; Potency, µM (titrated, usually from 46.1 µM), for inactives: top-dose activation, actives largely listed as activators; also: nearly all actives have a fitted effect of over 80% in size; some results filed as inactive show a strong effect at the top dose
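MCF7-BRCA1-FFLuc cells, 2000/well in phenol-red-free MEM, attached 2 h then treated 48 h at 37 C. Luciferase luminescence read 15 min after reagent; normalized to genistein maximum activation (10microM) and DMSO, concentration-response fitted.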
FLuc modulator = qHTS profiling assay for firefly luciferase inhibitor/activator using purifed enzyme and Km concentrations of substrates (counterscreen for miR-21 project) | Luciferin 4-monooxygenase (Photinus pyralis), P08659 | Potency, µM (titrated, usually from 57.5 µM), for inactives: at the highest dose activity change, negative = inhibition, actives largely listed as inhibitors | purified FLuc, Km substrates, luminescence inhibition | 6.9% of 360,000 active;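 also: plate controls were vehicle for no effect and reference inhibitor for full effect; nearly all actives have a fitted effect of over 55% in size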
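Purified P. pyralis luciferase (10nM final) with 10uM D-luciferin and 10uM ATP (Km levels) in 50mM Tris acetate pH 7.5, 10mM Mg acetate, 0.01% Tween-20, 0.05% BSA; qHTS 6-point titration, ~60 µM downward; luminescence read.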
NPC1 prom act = qHTS Assay for NPC1 Promoter Activators; Potency, µM (titrated, usually from 9.22 µM), for inactives: at the top dose activation, usual class: activators; Huh7 NPC1 promoter luciferase reporter, 24 h; 2.4% of 320,000 active;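 also: % of control where 0% means no effect; nearly all actives have a fitted effect of over 60% in size; reporter is driven by a mutant NPC1 promoter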
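Readout is luciferase luminescence, reflecting NPC1 promoter activation in stably transfected Huh7 cells after 24 h compound exposure at 37 °C in reduced-serum medium with 10% FBS.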
Rab9 prom act = qHTS Assay for Rab9 Promoter Activators; Huh7 Rab9 promoter-luciferase reporter, luminescence, 24 h; AID 485297, 2010; Potency, µM (top dose mostly 9.22 µM), inactives show at the top dose activation, negative = inhibition, most hits filed as activators; 2.8% of 320,000 active; also: % of control where 0% means no effect; nearly all actives have a fitted effect of over 60% in size
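Rab9 promoter-driven luciferase in stably transfected Huh7 cells; 1500 cells/well rested 2 h, exposed to compound in DMSO for 24 h at 37 °C, 5% CO2. Luminescence read 10 min after adding luciferase reagent at ambient temperature.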
p53 reactivation = qHTS assay for re-activators of p53 using a Luc reporter; Potency, µM (series often up to 92.2 µM), for inactives: top-dose activity change, positive = activation, hits mostly activators; H1299 p53-A138V BP100-luciferase reporter, luminescence, 24 h; 0.063% of 320,000 active; AID 504706, 2011; also: % of control where 0% means no effect; nearly all actives have a fitted effect of over 45% in size
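H1299 (p53-null), stable ts p53-A138V + BP100-Luc; 1000 cells/well, Opti-MEM/10% FBS; cpd 4 pt, 1:5; 24 h, 37 deg C, 5% CO2; detection reagent 10 min RT; luminescence.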
RORgamma inh = qHTS for inhibitors of ROR gamma transcriptional activity. Drosophila S2 Gal4-RORgamma UAS-luciferase reporter, 20 h. Potency, µM (series often up to 53.6 µM), for inactives: at the highest dose activity change, negative = inhibition, most hits filed as inhibitors. 5.4% of 310,000 active; also: % is scaled to controls: 0 for no effect and ±100 for the full control effect; nearly all actives have a fitted effect of over 60% in size
Target sequence (P51450 whole entry, looked up, the tested form may be a part): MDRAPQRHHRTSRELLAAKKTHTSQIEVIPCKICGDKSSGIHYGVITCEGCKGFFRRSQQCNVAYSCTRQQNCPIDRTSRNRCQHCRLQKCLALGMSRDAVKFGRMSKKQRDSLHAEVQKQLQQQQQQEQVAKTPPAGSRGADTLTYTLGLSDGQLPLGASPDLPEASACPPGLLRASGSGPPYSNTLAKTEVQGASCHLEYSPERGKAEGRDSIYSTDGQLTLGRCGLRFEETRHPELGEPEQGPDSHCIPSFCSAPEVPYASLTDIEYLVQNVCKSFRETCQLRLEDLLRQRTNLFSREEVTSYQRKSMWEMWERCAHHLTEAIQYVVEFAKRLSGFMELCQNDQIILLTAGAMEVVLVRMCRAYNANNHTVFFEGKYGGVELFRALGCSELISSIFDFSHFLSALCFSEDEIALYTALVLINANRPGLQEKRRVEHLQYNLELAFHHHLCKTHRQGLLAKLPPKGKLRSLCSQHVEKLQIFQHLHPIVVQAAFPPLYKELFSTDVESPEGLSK
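Using a luciferase readout, inhibitors were identified by reduced reporter activity in Drosophila cells coexpressing a copper-inducible Gal4–ROR gamma fusion and UAS-driven Photinus luciferase, incubated 20 hr after 700 uM copper sulfate.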
uPA surface inh = qHTS for Inhibitors of Cell Surface uPA Generation. cell surface uPA generation assay, qHTS. Potency, µM (titrated, usually from 38.3 µM), without a hit: at the highest dose activity change, negative = inhibition, hits mostly inhibitors. 0.31% of 330,000 active. AID 540303, 2011; active = well fitted inhibition curve with a large enough effect; inconclusive = small, poorly fitted or top-dose-only effect; inactive = no such curve, though single readings can be large or run the other way; tested in mouse RAW 264.7 cells; also: % is scaled to controls: 0 for no effect and ±100 for the full control effect; nearly all actives have a fitted effect of over 55% in size
MBNL1 CUG block = qHTS Assay for Inhibitors of MBNL1-poly(CUG) RNA binding. TR-FRET MBNL1-His/biotin-(CUG)12 binding, 665/545 ratio. Muscleblind-like protein 1 (Homo sapiens), Q9NR56. Potency, µM (titrated, usually from 57.5 µM), for inactives: top-dose activity change, negative = inhibition, actives largely listed as inhibitors. 0.036% of 280,000 active; active = well fitted inhibition curve with a large enough effect in the signal ratio, with a control signal flat, not every such curve was filed as active; inconclusive = small, poorly fitted or top-dose-only effect, or effect the other way, or a change in a side signal; inactive = no such curve, though single readings can be large or run the other way; the % refers to the signal ratio; also: % is scaled to controls: 0 for no effect and ±100 for the full control effect
Target sequence (Q9NR56 whole entry, looked up): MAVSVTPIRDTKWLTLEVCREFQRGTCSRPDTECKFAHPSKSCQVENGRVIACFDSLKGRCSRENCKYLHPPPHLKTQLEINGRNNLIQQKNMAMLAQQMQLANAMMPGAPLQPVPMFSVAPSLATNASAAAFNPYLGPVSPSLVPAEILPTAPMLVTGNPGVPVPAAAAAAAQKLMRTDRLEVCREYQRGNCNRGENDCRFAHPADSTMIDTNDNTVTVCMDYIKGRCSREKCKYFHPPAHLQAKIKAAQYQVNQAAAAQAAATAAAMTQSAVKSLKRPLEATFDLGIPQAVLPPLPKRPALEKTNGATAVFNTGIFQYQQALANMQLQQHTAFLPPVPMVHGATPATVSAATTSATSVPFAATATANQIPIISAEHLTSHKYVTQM
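Ratiometric TR-FRET (665 over 545 nm, excitation 340 nm) tracks disruption of MBNL1-His/biotin-(CUG)12 complex after 60 min at room temperature, with compounds at 92 nM to 58 uM final.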
VP16 counter = VP16 counterscreen qHTS for inhibitors of ROR gamma transcriptional activity | AID 2546, 2010 | 3.5% of 310,000 active | Potency, µM (top dose mostly 53.6 µM), inactives show at the top dose activity, negative = inhibition, hits mostly inhibitors | Drosophila S2 Gal4-VP16 UAS-luciferase, luminescence, 20 h;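 also: Gal4-VP16 expression switched on by copper sulfate through the metallothionein promoter; % is scaled to controls: 0 for no effect and ±100 for the full control effect; nearly all actives have a fitted effect of over 50% in size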
ELG1 genotox = qHTS screen for small molecules that induce genotoxicity in human embryonic kidney (HEK293T) cells expressing luciferase-tagged ELG1; HEK293T ELG1-luciferase reporter, luminescence, 16 h; Potency, µM (titrated, usually from 46 µM), inactives show top-dose activity change, positive = activation, actives largely listed as activators; 1.3% of 330,000 active; AID 504466, 2011; also: % of control where 0% means no effect; nearly all actives have a fitted effect of over 60% in size
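Step 1: seed 2,000 HEK293T ELG1-luciferase cells per well. Step 2: add compound or DMSO, incubate 16 hr at 37 °C. Step 3: ONE-Glo, 30 min at room temperature, read luminescence.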
* hit, by the source's call; u = inconclusive; x = no result given; & = joins results of further samples; [ ] = dose if it differs, or a comment. Unless noted, calls follow the shape of the dose curve; as a rule, active = well fitted curve in the direction sought with a large enough effect; inconclusive = small, poorly fitted or top-dose-only effect, or another doubt; inactive = no such curve, though single readings can be large; an effect the other way counts as inactive or inconclusive. Potency is read from the fitted curve at half-maximal effect.

[1] CC1CCCC(C)N1CCCNC(=O)c1ccc2nc(N3CCCCC3)sc2c1 (stereo not given)
[2] COc1cc2c(cc1NC(=O)c1cccc(F)c1)CCCC2
[3] CC(=O)c1c(C)[nH]c(C(=O)OCc2nc3ccsc3c(=O)[nH]2)c1C
[4] CCN(CC)c1ccc(/C=N/N2CCN(Cc3ccccc3Cl)CC2)c(O)c1
[5] COc1ccc(NC(=O)COC(=O)c2ncc(Cl)c(Cl)c2Cl)c(OC)c1
[6] COc1ccc(/C=C/C(=O)c2ccncc2)c2ccccc12
assay / entry	1	2	3	4	5	6
BRCA1 expr act	54%	-40%	31%	0%	-19%	-59%
FLuc modulator	-11%	u	u	-1%	4%	u
NPC1 prom act	3.2µM*	-2%	u	-3%	-2%	2%
Rab9 prom act	u	-3%	30%	-3%	1%	-5%
p53 reactivation	22%	20%	21%	5%	-4%	2%
RORgamma inh	33%	37%	x	3%	-6%	u
uPA surface inh	u	0%	-7%	2%	-8%	-3%
MBNL1 CUG block	-4%	-3%	x	1%	x	-1%
VP16 counter	-14%	2%	x	16%	-7%	u
ELG1 genotox	11%	0%	u	-2%	4%	-4%

[7] CCN(CCCNC(=O)C1CCN(S(=O)(=O)c2c(C)[nH]c(=O)[nH]c2=O)CC1)c1cccc(C)c1
[8] COC(=O)c1c(-c2cccc3ccccc23)csc1NC(=O)Cc1ccc(OC)c(OC)c1
[9] O=C(c1cccc(C(=O)N(c2ccccn2)C2CCCCC2)c1)N(c1ccccn1)C1CCCCC1
[10] CCC(C)(C)n1nnnc1CN(Cc1cc2cc(OC)c(OC)cc2[nH]c1=O)C1CCCC1
[11] Cn1c(CSCc2ccc(F)cc2)nnc1SCC(=O)Nc1nccs1
[12] COC(=O)c1ccc(NC(=O)c2c(Br)cnn2C)cc1
assay / entry	7	8	9	10	11	12
BRCA1 expr act	-4%	-61%	-35%	-19%	-20%	-18%
FLuc modulator	0%	0%	-8%	-1%	1%	u
NPC1 prom act	-1%	-5%	1%	-1%	-1%	-5%
Rab9 prom act	-1%	-3%	0%	-3%	5%	-5%
p53 reactivation	-1%	0%	-1%	-2%	7%	-2%
RORgamma inh	1%	4%	16%	29%	-13%	15%
uPA surface inh	0%	-12%	-1%	-2%	x	2%
MBNL1 CUG block	-1%	2%	-3%	-3%	-2%	7%
VP16 counter	-3%	-22%	-1%	-7%	-5%	7%
ELG1 genotox	-4%	-18%	-7%	5%	-7%	3%

[13] O=C(NC(=S)NCCc1ccccc1)c1ccccc1
[14] O=C(COc1ccccc1Br)N1CCN(C(=O)c2ccco2)CC1
[15] O=C(CSc1ccc(-c2ccc(Cl)cc2)nn1)NC1CCCC1
[16] COc1ccc(NC(=O)Cc2ccc(Cl)cc2)cc1S(=O)(=O)N1CCCCC1
[17] CCC(C)(C)N1CC(=O)N(Cc2ccccc2)C(c2ccc(OC)cc2)C1=O (stereo not given)
[18] C=CCOc1c(CNc2ncn[nH]2)cccc1OC
assay / entry	13	14	15	16	17	18
BRCA1 expr act	-18%	0%	-8%	-51%	2%	2%
FLuc modulator	u	-2%	-6%	-5%	2%	-2%
NPC1 prom act	23%	-3%	1%	0%	-6%	-5%
Rab9 prom act	7%	2%	-1%	-4%	-1%	6%
p53 reactivation	u	-8%	15%	-5%	-11%	4%
RORgamma inh	5.6µM*	31%	-1%	x	9%	-14%
uPA surface inh	x	1%	8%	0%	0%	-3%
MBNL1 CUG block	-6%	-6%	4%	x	3%	0%
VP16 counter	u	7%	-6%	x	1%	11%
ELG1 genotox	12%	12%	1%	-2%	1%	0%

[19] C=CCN(Cc1ccc(Cl)s1)C(=O)c1cc(S(=O)(=O)N2CCOCC2)ccc1F
[20] O=C(NC1CCCC1)C1CCN(C(=O)c2ccc(Cl)cc2)CC1
[21] CC(OC(=O)CCc1nc2ccccc2c(=O)[nH]1)C(=O)Nc1cccc(C(F)(F)F)c1 (stereo not given)
[22] CCOc1ccc(OCCOC(=O)CNC(=O)c2ccc(Cl)cc2Cl)cc1
[23] CCn1c(SCC(=O)Nc2ccc(N(C)C)cc2)nnc1C1CC1
[24] COC(=O)c1c(C)[nH]c(C)c1C(C)=O
assay / entry	19	20	21	22	23	24
BRCA1 expr act	-38%	-4%	-18%	33%	-5%	51%
FLuc modulator	2%	0%	x	-15%	-16%	-1%
NPC1 prom act	1%	0%	x	u	-5%	-1%
Rab9 prom act	0%	-2%	x	0%	2%	-3%
p53 reactivation	-4%	7%	-3%	7%	6%	-1%
RORgamma inh	x	-10%	x	x	-21%	-11%
uPA surface inh	1%	4%	0%	4%	2%	5%
MBNL1 CUG block	x	-7%	x	x	-4%	-4%
VP16 counter	x	3%	x	x	-5%	0%
ELG1 genotox	-3%	0%	3%	27%	4%	0%

[25] CCC(=O)N1c2ccc(S(=O)(=O)NCCc3ccccc3)cc2CC1C (stereo not given)
[26] CCn1nc(C)c(C(=O)Nc2cc(Oc3ccc(Cl)cc3)cc([N+](=O)[O-])c2)c1C
[27] O=C(COc1ccccc1[N+](=O)[O-])N1CCC(Cc2ccccc2)CC1
[28] Cn1c(=O)[nH]c(=O)c2c1nc(SCCN1CCOCC1)n2CCCc1ccccc1
[29] O=[N+]([O-])c1ccc2[nH]c3c(c2c1)CCCC3O (stereo not given)
[30] COc1ccc(Cl)cc1N1C(=O)c2cccnc2C1=O
assay / entry	25	26	27	28	29	30
BRCA1 expr act	-2%&-9%	-72%	-8%	-10%	53%	12%
FLuc modulator	0%&-2%	5%	0%	0%	2%	2%
NPC1 prom act	-2%	3%	-3%	1%	-4%	-1%
Rab9 prom act	0%	-7%	2%	0%	-5%	-1%
p53 reactivation	-2%	2%	2%	6%	-5%	2%
RORgamma inh	38%	-6%	42%	-15%	12%	12%
uPA surface inh	-3%	u	-2%	-19%	2%	u
MBNL1 CUG block	3%	16%	18%	4%	u	27%
VP16 counter	6%	14%	9%	5%	-22%	3%
ELG1 genotox	-1%[9.26 µM]	-3%	-6%	-1%	-3%	-1%

5 compounds already listed, arranged by length of the SMILES, high to low:
[26] CCn1nc(C)c(C(=O)Nc2cc(Oc3ccc(Cl)cc3)cc([N+](=O)[O-])c2)c1C
[27] O=C(COc1ccccc1[N+](=O)[O-])N1CCC(Cc2ccccc2)CC1
[23] CCn1c(SCC(=O)Nc2ccc(N(C)C)cc2)nnc1C1CC1
[29] O=[N+]([O-])c1ccc2[nH]c3c(c2c1)CCCC3O (stereo not given)
[24] COC(=O)c1c(C)[nH]c(C)c1C(C)=O
assay / entry	26	27	23	29	24
BRCA1 expr act	-72%	-8%	-5%	53%	51%
FLuc modulator	5%	0%	-16%	2%	-1%
NPC1 prom act	3%	-3%	-5%	-4%	-1%
Rab9 prom act	-7%	2%	2%	-5%	-3%
p53 reactivation	2%	2%	6%	-5%	-1%
RORgamma inh	-6%	42%	-21%	12%	-11%
uPA surface inh	u	-2%	2%	2%	5%
MBNL1 CUG block	16%	18%	-4%	u	-4%
VP16 counter	14%	9%	-5%	-22%	0%
ELG1 genotox	-3%	-6%	4%	-3%	0%

More entries
[31] CC(C)C(=O)N1CCN(c2ccccc2NC(=O)COc2ccc(C3CCCCC3)cc2)CC1
[32] O=C(c1ccccc1)N1N=C(c2ccccc2)CC1c1cccs1 (stereo not given)
[33] COc1ccc(C(C(=O)NC2CCCCC2)N(C(=O)c2cccs2)c2ccc3c(c2)OCO3)cc1 (stereo not given)
[34] CC1CCN(C(=O)COc2cccc3c2CCN(Cc2ccccc2)C3=O)CC1
[35] CCCCn1c(C)cc(/C=C(\C#N)C(=O)O)c1C
[36] COc1ccccc1C1OC(c2cccc([N+](=O)[O-])c2)=NN1C(C)=O (stereo not given)
[37] NC(=O)CC(NC(=O)Cc1ccc(Cl)cc1)c1ccc(NCc2ccccc2)c([N+](=O)[O-])c1 (stereo not given)
[38] COCCNC(=O)C1CC(=O)N(CCc2ccccc2)C1 (stereo not given)
[39] CC1=C(C)[N+](=O)C2CCCCC2N1[O-] (stereo not given)
assay / entry	31	32	33	34	35	36	37	38	39
BRCA1 expr act	-58%	-25%	-2%	0%	-4%	-2%	11%	-4%	28%
FLuc modulator	2%	2%	8%	4%	u	-5%	0%	6%	0%
NPC1 prom act	-3%	-1%	1%	-1%	-6%	1%	2%	-3%	-3%
Rab9 prom act	0%	0%	-2%	4%	-3%	-7%	-3%	-4%	-7%
p53 reactivation	-1%	-6%	11%	-3%	3%	13%	-3%	1%	4%
RORgamma inh	10%	-44%	11%	31%	25%	-4%	30%	7%	15%
uPA surface inh	-12%	-5%	-1%	-1%	4%	2%	-8%	-1%	x
MBNL1 CUG block	-1%	3%	6%	4%	2%	u	-1%	5%	-3%
VP16 counter	-5%	2%	-14%	2%	-15%	1%	-2%	-6%	-3%
ELG1 genotox	-13%	0%	1%	u	1%	0%	1%	0%	1%
